EphA4 KYL inhibition = inhibitors of EphA4 binding to KYL peptide, primary screen, biochemical, colorimetric, mouse EphA4 (AID 689). inhibition, % at 10 µM, or IC50 in µM where a hit was titrated. 0.1% of 62,000 active. EphA4-AP binding to KYL peptide, pNPP A405; higher % means a stronger effect. Ephrin type-A receptor 4 (Mus musculus); in the data active means a potency from the dose series; inactive means the rest, 99 in 100 with inhibition below about 22%
* = called active by the depositor.

Start of the listing, in advance:
SMILES	EphA4 KYL inhibition
CCOC(=O)c1c(C)oc2ccc(OCc3ccc(F)cc3)cc12	-18%
CSc1nnc(Cn2c(=O)sc3ccccc32)n1CCc1ccccc1	-4%
CCOc1ccc(C(O)c2nccn2C)cc1 (stereo unspecified)	0%
Cc1ccc(NC(=S)N2CCN(C3CCCCC3)CC2)cc1	-9%
O=C(Nc1ccc(F)c([N+](=O)[O-])c1)C(c1ccccc1)c1ccccc1	6%
O=C(NCCCNc1ccc([N+](=O)[O-])cc1Cl)c1ccc(F)cc1	-3%
COc1ccccc1CNC(=O)Cn1cnc2ccccc2c1=O	-6%
COc1ccc(-c2nc(-c3ccncc3)no2)cc1OC	-18%
COC(=O)c1ccccc1NC(=O)COC(C)=O	35%
O/N=C1\CC/C(=N\O)c2nn(-c3ccc(Cl)cc3Cl)nc21	-4%
CC(=O)Nc1ccc(S(=O)(=O)N2CCN(c3cc4c(cc3[N+](=O)[O-])n(C)c(=O)n4C)CC2)cc1	-10%
c1ccc(-n2ncc3c(NCCN4CCOCC4)ncnc32)cc1	-6%
Cc1ccc(S(=O)(=O)N2CCSC2c2ccco2)cc1 (stereo unspecified)	-2%
Cc1occc1C(=O)NNC(=S)Nc1cccc([N+](=O)[O-])c1	-8%
CC1CC(C)CN(C(=O)CSc2nnc(-c3ccc(Cl)cc3)o2)C1 (stereo unspecified)	-11%
CC(C)NC(=O)c1cc(-c2ccco2)on1	-26%
CCOC(=O)c1ccc(NC(=O)CN2C(=O)CCC2=O)cc1	-2%
O=C1c2ccccc2NC(c2ccc(O)cc2)N1Cc1ccco1 (stereo unspecified)	3%
CC1(C)CC(=O)CC(=Nc2ccc3[nH]c(=O)[nH]c3c2)C1	2%
O=C(CCn1cccc1)Nc1cccc(F)c1	-5%
O=C(NCC1CCCO1)c1onc(CSc2ccccc2)c1C(=O)O (stereo unspecified)	-7%
CC(C)(C)SCCNC(=O)CN(c1ccc(F)c(Cl)c1)S(C)(=O)=O	-10%
O=C(c1ccccn1)N(Cc1cc2ccccc2[nH]c1=O)C1CCCCC1	-1%
COc1ccc(C2=Nc3cc(C)ccc3OC2)cc1	-7%
Cc1ccc(/C=N/NC(=O)CSc2nc3nc(C)cc(C)n3n2)cc1	1%
CC(=O)Nc1ccc(S(=O)(=O)N2CCN(C3CCCCCCC3)CC2)cc1	5%
O=C(N/N=C/c1c[nH]c2ccc(Br)cc12)c1ccn(Cc2ccc(Cl)cc2)n1	-4%
CCN(CC)C(=O)CSc1ncnc2c1cnn2Cc1ccccc1	-8%
O=C(Nc1ccccn1)c1ccc2ccccc2n1	6%
CS(=O)(=O)N(CC(=O)Nc1cc(Cl)ccc1Cl)c1ccccc1Cl	-6%
COc1cccc(C(=O)Nc2cccc(SC)c2)c1	14%
COCCn1c(COc2cccc(OC)c2)nnc1SCC(=O)N1CCOCC1	-9%

This part in full, repeating the preview:
SMILES	EphA4 KYL inhibition
CCOC(=O)c1c(C)oc2ccc(OCc3ccc(F)cc3)cc12	-18%
CSc1nnc(Cn2c(=O)sc3ccccc32)n1CCc1ccccc1	-4%
CCOc1ccc(C(O)c2nccn2C)cc1 (stereo unspecified)	0%
Cc1ccc(NC(=S)N2CCN(C3CCCCC3)CC2)cc1	-9%
O=C(Nc1ccc(F)c([N+](=O)[O-])c1)C(c1ccccc1)c1ccccc1	6%
O=C(NCCCNc1ccc([N+](=O)[O-])cc1Cl)c1ccc(F)cc1	-3%
COc1ccccc1CNC(=O)Cn1cnc2ccccc2c1=O	-6%
COc1ccc(-c2nc(-c3ccncc3)no2)cc1OC	-18%
COC(=O)c1ccccc1NC(=O)COC(C)=O	35%
O/N=C1\CC/C(=N\O)c2nn(-c3ccc(Cl)cc3Cl)nc21	-4%
CC(=O)Nc1ccc(S(=O)(=O)N2CCN(c3cc4c(cc3[N+](=O)[O-])n(C)c(=O)n4C)CC2)cc1	-10%
c1ccc(-n2ncc3c(NCCN4CCOCC4)ncnc32)cc1	-6%
Cc1ccc(S(=O)(=O)N2CCSC2c2ccco2)cc1 (stereo unspecified)	-2%
Cc1occc1C(=O)NNC(=S)Nc1cccc([N+](=O)[O-])c1	-8%
CC1CC(C)CN(C(=O)CSc2nnc(-c3ccc(Cl)cc3)o2)C1 (stereo unspecified)	-11%

An excerpt from above in order of the EphA4 KYL inhibition value, highest first:
SMILES	EphA4 KYL inhibition
CCOc1ccc(C(O)c2nccn2C)cc1 (stereo unspecified)	0%
O=C(NCCCNc1ccc([N+](=O)[O-])cc1Cl)c1ccc(F)cc1	-3%
Cc1ccc(NC(=S)N2CCN(C3CCCCC3)CC2)cc1	-9%

The listing continues:
SMILES	EphA4 KYL inhibition
CC(C)NC(=O)c1cc(-c2ccco2)on1	-26%
CCOC(=O)c1ccc(NC(=O)CN2C(=O)CCC2=O)cc1	-2%
O=C1c2ccccc2NC(c2ccc(O)cc2)N1Cc1ccco1 (stereo unspecified)	3%
CC1(C)CC(=O)CC(=Nc2ccc3[nH]c(=O)[nH]c3c2)C1	2%
O=C(CCn1cccc1)Nc1cccc(F)c1	-5%
O=C(NCC1CCCO1)c1onc(CSc2ccccc2)c1C(=O)O (stereo unspecified)	-7%
CC(C)(C)SCCNC(=O)CN(c1ccc(F)c(Cl)c1)S(C)(=O)=O	-10%
O=C(c1ccccn1)N(Cc1cc2ccccc2[nH]c1=O)C1CCCCC1	-1%
COc1ccc(C2=Nc3cc(C)ccc3OC2)cc1	-7%
Cc1ccc(/C=N/NC(=O)CSc2nc3nc(C)cc(C)n3n2)cc1	1%
CC(=O)Nc1ccc(S(=O)(=O)N2CCN(C3CCCCCCC3)CC2)cc1	5%
O=C(N/N=C/c1c[nH]c2ccc(Br)cc12)c1ccn(Cc2ccc(Cl)cc2)n1	-4%
CCN(CC)C(=O)CSc1ncnc2c1cnn2Cc1ccccc1	-8%
O=C(Nc1ccccn1)c1ccc2ccccc2n1	6%
CS(=O)(=O)N(CC(=O)Nc1cc(Cl)ccc1Cl)c1ccccc1Cl	-6%
COc1cccc(C(=O)Nc2cccc(SC)c2)c1	14%
COCCn1c(COc2cccc(OC)c2)nnc1SCC(=O)N1CCOCC1	-9%
O=C(NCc1ccc(Cl)cc1)C(=O)Nc1ccc([N+](=O)[O-])cc1	-20%
COc1ccccc1NC(=O)N1CCN(c2cccc(C(F)(F)F)c2)CC1	1%
COc1ccc(CCNC(=O)C(=O)NCc2ccc(C(C)C)cc2)cc1OC	-20%
Cc1nc(SCC(=O)N2CCCc3ccccc32)c2oc3ccccc3c2n1	6%
O=C(NC(=S)Nc1ccc(Cl)c(-c2nc3cc(Cl)ccc3o2)c1)c1ccco1	-9%
Cc1ccc(OCC(O)CN2CCN(CC(O)COc3ccc(C)cc3)CC2)cc1 (stereo unspecified)	-2%
Cc1ccc(NC(=O)NC(=O)CSc2nnnn2C)c(C)c1	-4%
O=S(=O)(c1cccs1)n1cnc2ccccc21	-6%
COc1ccccc1OC(C)c1nnc(SCC(=O)Nc2c(C)n(C)n(-c3ccccc3)c2=O)n1-c1ccccc1 (stereo unspecified)	-1%
CCOC(=O)N1CCN(C(=O)c2oc3ccc(S(=O)(=O)N4CC(C)CC(C)C4)cc3c2C)CC1 (stereo unspecified)	-10%
CCC1(C)Cc2c(sc3nc(NC)n(C)c(=O)c23)CO1 (stereo unspecified)	8%
Cc1cc(NC(=O)CSc2nc3sc(C)c(C)c3c(=O)n2C2CCCC2)no1	2%
O=C(CCn1nnc2ccccc21)N1CCC(O)(c2cccc(F)c2)CC1	13%
CCOC(=O)C(C(=O)N(C)C)c1ncc(C(F)(F)F)cc1Cl (stereo unspecified)	-11%
CCOc1ccccc1NC(=S)NCc1ccco1	4%
Cc1cccc(NC(=O)CSc2nnc(-c3cnccn3)n2Cc2ccco2)c1	-6%
CSc1nc(N)c(C#N)c(-c2ccc(Cl)cc2)c1C#N	-5%
O=C(/C=C1\NCC2c3ccccc3CCN2C1=O)c1ccccc1 (stereo unspecified)	-3%
Cc1nc2ccccc2c2c1C(=O)N(C1CCCCCCC1)C2=O	-5%
CCCCOC(=O)c1cccc(NC(=O)c2cncc(Br)c2)c1	0%
O=C1c2ccccc2C(=O)N1CCc1nc(-c2ccncc2)no1	1%
CC(=O)N1CCN(c2ccc(NC(=O)c3ccc4c(c3)OCCO4)cc2)CC1	-2%
O=C(CN1CCC(O)(c2ccccc2F)CC1)NCCc1c[nH]c2ccccc12	-6%
O=C(/C=C/c1cccc([N+](=O)[O-])c1)c1ccc2c(c1)OCCO2	-2%
CC(c1nnc(SCC(=O)Nc2ccc3[nH]c(=O)[nH]c3c2)n1Cc1ccccc1)N(C)C (stereo unspecified)	-16%
Cc1ccc(C(=O)Nc2sc3c(c2C(=O)O)CCCCC3)o1	12%
COc1ccccc1NC(=O)COc1ccc(C(=O)OCC(=O)N(C(C)C)C(C)C)cc1OC	-7%
CSc1nnc2c3c4c(sc3c(=O)n(-c3ccccc3)n12)CC(C)(C)OC4	-9%
CC(=O)NC(C)C(c1cccs1)N1CCN(c2ccccc2)CC1 (stereo unspecified)	4%
O=C(c1c(Cl)nc2sccn12)N1CCN(c2cccc(Cl)c2)CC1	-10%
CCOC(=O)c1c(C)[nH]c(C(=O)O)c1C	1%
O=C(CSc1nnc(-c2ccco2)c(-c2ccco2)n1)Nc1ccccc1	42%
Cc1nc(-n2ncc(C#N)c2N)c2c3c(sc2n1)CCC3	-2%
CCOc1ccc(/C=N/N=C2\C(=O)Nc3ccccc32)cc1	3%
Cc1cc(NCCCn2ccnc2)n2ncc(-c3ccc(Cl)cc3)c2n1	-8%
CSc1nc(C)cc(C)c1C#N	-14%
Cc1nn(Cc2ccccc2)c2c1C(c1cccnc1)C(C#N)=C(N)O2 (stereo unspecified)	-4%
COc1cc(C(=O)Nc2ccc3c(c2)OCCO3)c(-n2cnnn2)cc1OC	-14%
O=C(O/N=C1/CCCc2occc21)c1ccccc1	-3%
Cc1ccccc1NC(=O)c1onc2c1CCCC2	1%
Cc1cc(N(C)C)c(C#N)c(N2CCCCC2)n1	7%
Nc1ccc(C23CC4CC(CC(O)(C4)C2)C3)cc1	-4%
CCOC(=O)N1CCN(C(=O)CCCn2c(=O)[nH]c3ccccc3c2=O)CC1	-4%

(list continues)
SMILES	EphA4 KYL inhibition
O=C(Nc1ccccc1)c1ccc(N2CCN(c3ccccc3)CC2)c(S(=O)(=O)N2CCOCC2)c1	-3%
O=C1/C(=C/c2cccs2)SC(=S)N1c1ccc(F)cc1	-6%
O=C(COc1ccccc1)N1CCN=C1SCc1cccnc1	-1%
O=C(Cc1ccccc1)Nc1cccc(NC(=O)c2cccc(Cl)c2)c1	7%
Cc1ccc(N2C(=O)C(Cl)=C(N3CCOCC3)C2=O)c(C)c1	-2%
CC1(C)C(=O)OC(c2cccs2)C2(CCCCC2)C1=O (stereo unspecified)	-12%
Cn1nnnc1SCc1ccc(F)cc1	8%
Cc1ccc(/C=C/C(=O)NC(=S)Nc2ccc(S(=O)(=O)N=C(N)N)cc2)cc1	4%
Cc1ccnc(N2C(=O)C3C4c5ccccc5C(c5ccccc54)C3C2=O)c1 (stereo unspecified)	-7%
CCc1nnc(NC(=O)CSc2nnc(-c3ccncc3)n2Cc2ccccc2)s1	4%
Cc1ccc(C(=O)CSc2nc3ccccc3c(=O)n2-c2ccccc2)cc1	12%
S=C(Nc1ccc2nc(-c3ccccc3)c(-c3ccccc3)nc2c1)N1CCN(c2ccccn2)CC1	-2%
COC(=O)c1ccccc1NC(=O)Nc1nnc(N2CCC(C)CC2)s1	-8%
Cc1ccc(-c2nnc(N3CCCCC3)c3ccccc23)cc1S(=O)(=O)N1CCN(C)CC1	-9%
Cc1ccc(C(=O)N2CCN(c3ccc([N+](=O)[O-])c(NCc4ccco4)c3)CC2)cc1	4%
O=C(Cn1c(NCCCO)nc2ccccc21)c1ccc(Br)cc1	-9%
CCCCSc1nnc(-c2ccc(C)cc2)n1C	-8%
CC(=O)Oc1ccc(C(=O)Nc2cc(C)ccc2NC(=O)COc2ccccc2)cc1	-4%
Cc1ccc(Cc2c(C)nc3nc(SCC(=O)NCc4ccco4)nn3c2C)cc1	-11%
CN(CCC#N)C(=O)CSc1ncnc2sc(-c3ccccc3)cc12	0%
Cc1cccc(C)c1OCC(=O)Nc1ccc(-c2nc3ccccc3[nH]2)cc1	-5%
O=C(O)c1cnc(-c2ccccc2)nc1Sc1ccc(Cl)cc1	-4%
COc1ccc(NC(=O)C2CCN(C(=O)c3ccccc3)CC2)c(OC)c1	-1%
COc1ccc(-c2cc(C(=O)NCc3cccnc3)no2)cc1	2%
Cc1cc(NC(=O)CCNS(=O)(=O)c2cc(Br)cnc2N)ccc1Br	-3%
CCCn1c(=O)c2ccccc2n2c(SCCOc3ccc(Cl)cc3)nnc12	-2%
O=[N+]([O-])c1ccc(NCCNS(=O)(=O)c2ccccc2)c(C(F)(F)F)c1	-5%
Cc1ccc(OCc2nc(-c3ccc(-n4cccc4)cc3)no2)cc1C	-9%
CCOc1ccc(OCC)c(S(=O)(=O)NCc2ccc3c(c2)OCO3)c1	-18%
O=C(O)c1cccc(-n2cccc2/C=N/O)c1	24%
CC(C)CSc1nc2c(c(=O)[nH]c(=O)n2C)n1CCc1ccccc1	-18%
CCOc1cc(/C=N/n2cnnc2)ccc1OC(=O)c1cccc([N+](=O)[O-])c1	-7%
CCC(=O)c1ccc(OCC(O)CN(CCc2ccccc2)Cc2ccccc2)cc1 (stereo unspecified)	0%
Cn1nc(C(F)(F)F)cc1C(=O)NC1CCCCCC1	-12%

Screens from PubChem BioAssay.

An excerpt; the hit share may differ from the screen's.
